HP1b chromo inh: blocks HP1-beta chromodomain binding to methylated histone tails. P83916. AlphaScreen HP1-beta / biotin-H3K9me3 peptide binding. Potency, µM (doses to about 114 µM), for the others: top-dose activity change, negative = inhibition, usual class: inhibitors. 390,000 compounds, 0.56% hits. AID 540317; further: potency means the concentration at half of the fitted maximal effect; nearly all actives have a fitted effect of over 70% in size; inactives centre near 23
Target sequence (P83916 whole entry, looked up): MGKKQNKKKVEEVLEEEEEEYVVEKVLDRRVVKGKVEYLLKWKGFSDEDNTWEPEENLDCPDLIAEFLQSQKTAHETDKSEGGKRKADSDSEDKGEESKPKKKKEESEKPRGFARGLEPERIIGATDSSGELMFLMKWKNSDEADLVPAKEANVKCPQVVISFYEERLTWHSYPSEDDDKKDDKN
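HP1-beta protein (50 nM final) preincubated 30 min at room temperature with biotinylated H3(1-18)K9me3 peptide (50 nM) in PBS pH 7.4, 0.01% Tween-20, then compound added for 30 min. AlphaScreen streptavidin donor/nickel chelate acceptor beads (10 ug/mL final), 30 min dark, luminescence read.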
G9a inh: G9a (human) methyltransferase inhibition | Q96KQ7 | G9a H3K9 monomethylation, AlphaScreen, 2 h | Potency, µM (top dose mostly 102 µM), for inactives: top-dose activity, negative = inhibition, actives largely listed as inhibitors | 350,000 compounds, 8.8% hits | AID 504332; further: potency means the concentration at half of the fitted maximal effect; on the % scale 0 is the no-effect control and ±100 the full control effect; nearly all actives have a fitted effect of over 75% in size
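Using a bead-based AlphaScreen, monomethylated H3K9 product from 2 h room-temperature reactions (G9a 20 nM, peptide 500 nM, SAM 20 uM) was detected with 0.5 ug/mL rabbit anti-H3K9me1 antibody.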
RGS4 inh: inhibitors of human regulator of G protein signaling 4 | P49798 | Transcreener GDP fluorescence polarization, RGS4-accelerated GTP hydrolysis | Potency, µM (doses to about 114 µM), without a hit: top-dose activity change, negative = inhibition, hits mostly inhibitors | 390,000 compounds, 0.039% hits | AID 504845; further: potency means the concentration at half of the fitted maximal effect; on the % scale 0 is the no-effect control and ±100 the full control effect; nearly all actives have a fitted effect of over 75% in size; some results filed as inactive show a strong effect at the top dose
Target sequence (P49798 whole entry, looked up): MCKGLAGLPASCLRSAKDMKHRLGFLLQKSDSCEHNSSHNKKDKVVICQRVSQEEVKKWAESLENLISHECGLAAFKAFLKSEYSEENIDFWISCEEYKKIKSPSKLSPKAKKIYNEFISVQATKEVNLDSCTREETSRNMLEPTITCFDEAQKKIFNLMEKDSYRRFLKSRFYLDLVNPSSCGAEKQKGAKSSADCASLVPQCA
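MLSMR compounds (23 nl, pin-transferred) preincubated 10 min at room temperature with a 500nM (2x) first reagent, then RGS4 at 900nM (2x) plus Transcreener GDP mix added; fluorescence polarization (620/688 nm) read before and after 90 min at 30 °C.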
ERG Ets-DNA blk: ERG Ets/DNA interaction inhibition | Potency, µM (series often up to 76.9 µM), for inactives: top-dose FP activity, negative = inhibition, most hits filed as inhibitors | 370,000 compounds, 0.028% hits | AID 624246 | fluorescence polarization, His-ERG Ets domain / labelled DNA | P11308; active means well fitted inhibition curve with a large enough effect in the polarisation, with a control signal flat; inconclusive means small, poorly fitted or top-dose-only effect, or effect the other way, or a change in a side signal; inactive means no such curve, though single readings can be large or run the other way; the % refers to the polarisation;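 further: polarization taken with two DNA probes labelled with fluorescein and Texas red; potency means the concentration at half of the fitted maximal effect; % of control where 0% means no effect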
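His-tagged ERG Ets domain (1 uM in the protein solution; 300mM KCl, 50mM Tris-HCl, 1mM EDTA, 1mM DTT, pH 7.5) received compound, then a probe mix of 5 nM fluorescein-DNA and 100nM Texas-615-DNA. Fluorescence polarization was read for both dyes.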
BAZ2B inh: BAZ2B (human) inhibition; Q9UIF8; AlphaScreen BAZ2B-H3K14Ac peptide displacement; Potency, µM (highest dose often 114 µM), without a hit: top-dose activity change, negative = inhibition, usual class: inhibitors; 360,000 compounds, 4.4% hits; AID 504333; further: potency means the concentration at half of the fitted maximal effect; on the % scale 0 is the no-effect control and ±100 the full control effect; nearly all actives have a fitted effect of over 60% in size
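Multi-concentration screen (max 110 uM) measuring displacement of acetylated histone H3 peptide from BAZ2B by AlphaScreen, using 50 nM protein, 50 nM peptide and 10 ug/mL streptavidin donor plus Ni-chelate acceptor beads.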
ALOX12 inh: blocks human arachidonate 12S-lipoxygenase; P18054; purified 12hLO, xylenol orange hydroperoxide absorbance; 580,000 compounds, 1.1% hits; Potency, µM (series often up to 108 µM), for the others: top-dose activity change, negative = inhibition, actives largely listed as inhibitors; further: potency means the concentration at half of the fitted maximal effect; on the % scale 0 is the no-effect control and ±100 the full control effect
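Purified human 12hLO (150 nM final) in 25 mM Hepes, 0.01% Triton X-100, pH 7.0 was preincubated 15 min at room temperature with compound. Then 40 uM arachidonic acid was added, 30 min. Hydroperoxide was read by Fe-XO absorbance ratio 573/405 nm.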
JMJD2A Tudor inh: JMJD2A Tudor domain (human) inhibition; AlphaScreen JMJD2A-Tudor / H3K4me3 peptide binding; Potency, µM (titrated, usually from 114 µM), for the others: top-dose activity change, negative = inhibition, actives largely listed as inhibitors; 390,000 compounds, 4.4% hits; O75164; further: potency means the concentration at half of the fitted maximal effect; on the % scale 0 is the no-effect control and ±100 the full control effect; nearly all actives have a fitted effect of over 50% in size
GLS inhibitor: inhibitors of human glutaminase (GLS); GLS enzymatic activity, qHTS titration; 410,000 compounds, 0.21% hits; O94925; Potency, µM (titrated, usually from 45.5 µM), for the others: top-dose activity change, negative = inhibition, usual class: inhibitors; AID 624170; further: potency means the concentration at half of the fitted maximal effect; on the % scale 0 is the no-effect control and ±100 the full control effect
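Read-out is an Amplex red fluorescence increase coupled through glutamate oxidase and HRP, measured before and after 30 min room-temperature incubation. hKGA is in 45 mM KH2PO4 (pH 8.2) with 0.02% Tween-20; glutamine added as 1mM solution.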
PI4K2A inh: PI4K2A (human) kinase inhibition | purified PI4K2A, ADP-Glo luminescence, 1 h; hits give low values | activity change, negative = inhibition, % at 76.9 µM | 420,000 compounds, 0.13% hits; in the data active means activity change below about -50%; inconclusive means mostly about -30% to -49%;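 further: -100% = wells without enzyme as full effect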
Target sequence (Q9BTU6 whole entry, looked up): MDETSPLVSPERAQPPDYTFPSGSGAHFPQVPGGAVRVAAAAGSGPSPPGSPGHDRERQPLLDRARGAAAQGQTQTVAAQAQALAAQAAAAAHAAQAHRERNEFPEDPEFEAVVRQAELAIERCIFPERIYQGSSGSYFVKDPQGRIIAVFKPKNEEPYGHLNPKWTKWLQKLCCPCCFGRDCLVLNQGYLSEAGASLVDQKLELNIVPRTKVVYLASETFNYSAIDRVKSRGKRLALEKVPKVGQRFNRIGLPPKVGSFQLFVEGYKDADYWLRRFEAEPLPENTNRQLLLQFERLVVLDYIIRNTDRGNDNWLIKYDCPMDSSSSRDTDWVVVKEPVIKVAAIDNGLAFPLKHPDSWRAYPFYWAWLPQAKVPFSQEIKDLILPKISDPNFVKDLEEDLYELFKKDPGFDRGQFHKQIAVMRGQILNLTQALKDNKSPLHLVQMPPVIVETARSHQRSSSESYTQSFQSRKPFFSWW
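Compounds are screened against recombinant PI4K2A using PI as substrate and ATP, the latter dispensed at 300 microM. Reactions run one hour at ambient temperature before ADP-Glo detection; full inhibition defined by wells lacking enzyme.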
* marks the source's active call; other numbers are inactive results; ? = inconclusive; . = not tested or not shown; & = joins results of further samples; [ ] = dose if it differs, or a comment. Unless noted, the call rests on the fitted dose curve; in most records, active means well fitted curve in the direction sought with a large enough effect; inconclusive means small, poorly fitted or top-dose-only effect, or another doubt; inactive means no such curve, though single readings can be large; an effect the other way counts as inactive or inconclusive.

HP1b chromo inh,G9a inh,RGS4 inh,ERG Ets-DNA blk,BAZ2B inh,ALOX12 inh,JMJD2A Tudor inh,GLS inhibitor,PI4K2A inh,smiles
21.0%,-7.6%[59 µM],-6.9%,4.3%,7.2%,7.0%,-14.3%,5.4%,17.8,COC(=O)Cc1c(C)c2ccc(OC(=O)c3ccco3)cc2oc1=O
-14.5%,-27.4%,5.9%,2.0%,-30.3%,158.3%[activator],-32.4%,1.3%,16.2,COc1cc2c(cc1OC)C(c1cccs1)N(C(=S)NC(C)C)CC2 (stereo not drawn)
33.5%,4.8%,-8.1%,0.1%,1.9%,15.4%,-2.8%,-16.0%,1.3,CC(C)CNC(=O)c1cccc2c1-c1ccccc1C2=O
3.1%,-3.8%,22.3%,2.6%,-19.1%,5.0%,-12.9%,3.0%,0.4,CCCOc1ccc(/C=N/NC(=O)CN2CCCCC2)cc1
15.9%,18.6%,-20.5%,11.3%,-1.4%,-8.1%,1.3%,-6.2%,3.2,OCCC1CN(Cc2cc3c(cc2Cl)OCO3)CCN1C1CCCCC1 (stereo not drawn)
18.3%,2.8%[59 µM],17.8%,-3.0%,4.5%,-16.1%,-26.6%,-2.4%,-1.3,CCc1ccc(CNC(=O)c2ccc(CS(=O)(=O)Cc3ccccc3C)o2)cc1
72.5%[activator],7.8%[0.501 µM],-1.2%,0.2%,7.4%,?,-6.2%,-2.2%,0.4,COc1cc(OC)cc(-c2c(-c3cccs3)c3cc(Br)ccc3n2C)c1
-5.8%,?,-40.1%,-0.4%,?,-1.8%,-23.7%,-21.0%,-1.3,O=C(c1ccccc1F)N1CCN(c2ccc([N+](=O)[O-])c3cccnc23)CC1
3.1%,23.6%[0.501 µM],-26.4%,-9.1%,-0.3%,?,-27.9%,19.5%,-4.5,Cc1ccc(C(=O)NC(=S)NNC(=O)c2ccc([N+](=O)[O-])cc2)cc1
16.2%,10.0%[59 µM],0.5%,19.0%,-0.8%,33.8%,-15.8%,-3.4%,3.1,CCOC(=O)c1sc(NC(=S)NC(=O)c2ccccc2Cl)c(C(=O)OCC)c1C
13.6%,.,?,3.3%,.,0.0%,28.2µM*,-11.5%,-15.8,COc1nc(N)nc(NC(=O)c2cccs2)c1N=O
18.9%,?,0.8%,-1.4%,-6.6%,0.0%,-10.4%,38.8%[activator],1.0,CN(C)S(=O)(=O)c1ccc(N2CCCC2)c(C(=O)Nc2ccc(N3CCOCC3)cc2)c1
16.1%,0.6%[59 µM],0.8%,5.4%,5.5%,-13.0%,-13.4%,1.2%,1.2,CSc1ccccc1C(=O)NCCc1ccc(S(=O)(=O)N2CCCCC2)cc1
46.0%,-4.9%[59 µM],-46.1%,0.0%,-5.0%,85.2%[activator],29.9%,-1.5%,7.8,C=CCc1ccc(OCCOCCOc2ccccc2[N+](=O)[O-])c(OC)c1
68.7%[activator],.,-16.2%,4.9%,.,-14.5%,-11.5%,-4.7%,0.6,CCCCCCCCNCCS(=O)(=O)NCc1ccccc1OC
?,-12.8%[59 µM],-32.7%,5.5%,27.0%,-22.6%,-35.0%,24.7%,2.3,CCn1c(C)nc2cc(C(=O)NNC(=S)Nc3ccc(Cl)cc3Cl)ccc21
?,3.55µM*,35.1%,-6.4%,50.1µM*,?,7.94µM*,12.9%,12.7,CC(=O)c1ccc(OCC(O)CN(C)Cc2cccs2)cc1 (stereo not drawn)
13.4%,-2.9%,-31.4%,1.1%,-31.4%,18.0%,-3.6%,-7.0%,-4.1,CCOC(=O)c1c(C)[nH]c(C)c1C=O
9.4%,?,?,23.3%,-38.7%,85.3%[activator],?,?,-0.6,CN1CCc2c(sc(N)c2C(=O)c2ccc(Cl)cc2)C1
29.5%,-21.1%[12.7 µM],1.4%,3.0%,-13.1%,-16.0%,-16.9%,-6.6%,0.7,CN(C(=O)CSc1nc2ccccc2n1CC(=O)N(C)c1ccc(F)cc1)c1ccccc1
29.3%,18.9%[59 µM],-2.8%,3.6%,-2.8%,-22.7%,-1.9%,13.0%,1.0,COc1ccc(CCNC(N)=S)cc1OC
29.4%,4.0%[59 µM],24.3%,6.2%,32.3%[activator],-4.7%,-10.8%,7.5%,-2.8,CC(C)OC(=O)CSc1n[nH]c(-c2cccnc2)n1
73.3%[activator],36.9%[59 µM],12.4%,-7.5%,54.7%[activator],6.8%,23.2%,5.6%,8.2,CC(C)CCn1c(-c2nonc2N)nc2ccccc21
9.7%,-61.4%,-8.0%,-6.4%,10.0%,-8.9%&-13.5%,-6.2%,-13.8%,2.3,CCc1ccc(C(=O)CSc2nc3ccccc3c(=O)[nH]2)cc1
-4.4%[57 µM],.,0.3%,-1.5%,.,?,?,4.3%,4.0,OC1CC2CCC(C1)N2CCCN1c2ccccc2Sc2ccc(Cl)cc21 (stereo not drawn)
53.2%,-1.2%,-16.6%,3.2%,7.8%,-16.6%,10.4%,-10.7%,-5.5,Cc1cc(C)n(S(=O)(=O)/C=C/c2ccccc2)n1
29.4%,-33.7%,-8.1%,-1.3%,5.0%,-3.2%,1.1%,12.0%,-0.5,O=C(c1cccc(C(F)(F)F)c1)C1CCCN(C(=O)CCCn2cncn2)C1 (stereo not drawn)
31.6%,?,4.6%,-0.2%,-8.0%,?,-10.1%,7.3%,-1.0,CCCc1cc(=O)[nH]c(Nc2ccc(C)c(O)c2)n1
19.2%,.,5.5%,-0.7%,1.2%,-1.6%,-11.9%,19.0%,-1.2,CCOc1ccccc1NC(=O)C1CCC(CNc2c(N3CCCCC3)c(=O)c2=O)CC1 (stereo not drawn)
21.7%,.,-42.7%,-0.2%,-21.8%,-1.0%,0.0%,1.4%,0.0,CCOc1ccc(-n2cc(C(=O)N3CCCCCC3)c3cc(OC)c(OC)cc3c2=O)cc1
6.2%,-9.4%,16.0%,-6.5%,6.2%,13.8%,-14.0%,4.0%,4.1,COc1ccc(S(=O)(=O)NCC2CCCO2)c(Cl)c1Cl (stereo not drawn)
-3.0%,3.9%[59 µM],11.0%,-1.6%,-8.8%,-22.0%,-19.5%,-12.0%,1.7,Cc1ccc(-c2noc(C(C)NC(=O)c3ccco3)n2)cc1 (stereo not drawn)
25.2%,-13.2%[59 µM],-43.0%,1.1%,-7.8%,8.4%,-11.3%,-4.0%,-10.6,CC(NC(=O)c1cc(COc2ccc3ncccc3c2)on1)c1ccc(F)cc1 (stereo not drawn)
20.8%,.,-10.0%,-4.7%,1.6%,-12.6%,-5.3%,3.9%,3.4,S=C(NCC1CCCO1)Nc1cccc(Cl)c1 (stereo not drawn)
19.3%,-27.6%,20.6%,-16.5%,-21.8%,1.3%,2.1%,14.4%,2.9,CC(CC(=O)C1C(C)C=CCC1(C)C)NNC(N)=O (stereo not drawn)
1.1%,9.5%[59 µM],8.7%,10.2%,1.0%,-1.9%,-6.0%,-0.2%,0.9,Cc1ccc(N(CC(=O)NC2CCCC2)C(=O)CNC(=O)c2cccs2)cc1C
7.1%,43.0%[59 µM],0.2%,-4.8%,-4.4%,-17.1%,-9.7%,3.7%,0.3,O=C(c1ccc([N+](=O)[O-])cc1)N1CCN(C(=O)c2cccs2)CC1
18.8%,-5.4%[59 µM],14.7%,-5.6%,-9.3%,-2.6%,-27.8%,5.3%,1.0,O=C(NCc1nc2ccccc2[nH]1)C1=C[C@@H](c2ccc(Br)cc2)C[C@@H](OCc2ccc(CO)cc2)O1
10.0%,-2.0%[59 µM],0.7%,-1.6%,3.2%,-4.5%,-13.9%,4.4%,-3.5,COc1cc(OC)c(NC(=O)C2=C(C)C(=O)OC23CCN(C(C)=O)CC3)cc1Cl
14.9%[57 µM],20.3%,4.1%,5.4%,-34.2%,0.1%,-21.4%,-3.0%,-3.9,COc1ccccc1/C=C/C(=O)NCC(=O)N/N=C(/C)c1ccc(Cl)cc1
4.0%,-2.7%[59 µM],-8.2%,-10.1%,-9.1%,6.3%,-17.2%,-0.7%,1.4,Cc1ccc2onc(CNC(=O)Nc3ccccc3C#N)c2c1
23.4%,6.2%[12.7 µM],-5.9%,-2.0%,6.7%,4.0%,-31.6%,8.6%,0.2,CCOCCCNC(=O)c1ccc(OC)cc1
29.4%,1.0%[0.501 µM],-9.2%,0.2%,9.8%,41.1%,-10.0%,2.8%,7.0,Cc1cc(NC(=O)c2ccccc2C)ccc1NC(=O)c1ccccc1Cl
29.0%,50.1µM*,10.5%,-3.8%,-2.9%,-3.9%,-12.6%,3.9%,-2.7,CCOC(=O)C1(CCOC)CCN(Cc2ccncc2)CC1
22.5%,18.6%[59 µM],12.8%,5.2%,-6.6%,0.0%,-22.8%,13.2%,5.1,CCOC(=O)c1c(C)[nH]c(NC(=O)NNC(=O)c2ccc(OC)cc2)c1C

2 records picked at random from the list so far:
HP1b chromo inh,G9a inh,RGS4 inh,ERG Ets-DNA blk,BAZ2B inh,ALOX12 inh,JMJD2A Tudor inh,GLS inhibitor,PI4K2A inh,smiles
4.0%,-2.7%[59 µM],-8.2%,-10.1%,-9.1%,6.3%,-17.2%,-0.7%,1.4,Cc1ccc2onc(CNC(=O)Nc3ccccc3C#N)c2c1
19.3%,-27.6%,20.6%,-16.5%,-21.8%,1.3%,2.1%,14.4%,2.9,CC(CC(=O)C1C(C)C=CCC1(C)C)NNC(N)=O (stereo not drawn)

Compound activity deposited in PubChem BioAssay by National Center for Advancing Translational Sciences (NCATS).

A portion of the library (hit frequency here may not be typical).
